KOR beta-arrestin-1: KOR agonists, beta-arrestin recruitment, primary screen, cell-based, luminescence, uHTS (AID 1777) | KOR beta-arrestin recruitment, luminescence; higher % means a stronger effect | activation, % at 10 µM; hits with a dose series show EC50 in µM | actives 0.02% (n = 280,000); in the data active means activation above about 50%, passing the limit was not always enough; further: a part of the inactive calls stands beside numbers as strong as those of hits
LYP phosphatase: PTPN22 lymphoid phosphatase activity blockers – biochemical, fluorescence intensity, uHTS (AID 1779); actives 0.054% (n = 290,000); inhibition, % at 11.5 µM, or IC50 in µM where a hit was titrated; recombinant LYP phosphatase, fluorescence intensity; higher % means a stronger effect;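 further: plate controls were vehicle with enzyme for no effect and no enzyme for full effect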
PMI inhibition: human PMI inhibitors, high substrate, primary screen, biochemical, fluorescence intensity, high mannose 6-phosphate (AID 1220); inhibition, % at 20 µM, or IC50 in µM where a hit was titrated; recombinant PMI enzyme, coupled fluorescence intensity; higher % means a stronger effect; actives 0.66% (n = 190,000)
NOD1 inhibition: inhibition of NOD1-driven NF-kB reporter – cell-based, luminescence, uHTS, primary screen (AID 1578); NOD1-driven NF-kB luciferase reporter cells, luminescence; higher % means a stronger effect; inhibition, % at 4 µM; hits with a dose series show EC50 in µM; actives 1% (n = 290,000); in the data active means inhibition mostly above about 36%, no sharp cut-off; inactive means mostly below about 34%;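 further: HEK-293T reporter cells stimulated with the NOD1 agonist gamma-tri-DAP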
HEK293 NOD2/NF-kB: NOD2 signaling inhibitors, cell-based, luminescence, uHTS, HEK293 (AID 1566); actives 0.63% (n = 290,000); HEK293 NOD2/NF-kB luciferase reporter, luminescence; higher % means a stronger effect; one-dose inhibition, % at 4 µM; EC50 in µM for titrated hits; further: many of its hits are not listed in these tables
TNAP activators: human TNAP enzyme activators, primary screen, biochemical, luminescent, no phosphate acceptor, uHTS (AID 1001); purified TNAP, luminescent activation assay, no phosphate acceptor; higher activation fold means a stronger effect; one-dose activation fold at 20 µM; EC50 in µM for titrated hits; actives 0.03% (n = 200,000); in the data active means activation fold from about 3, or a potency from the dose series; inactive means the rest, 99 in 100 with activation fold below about 1.6; further: many of its hits are not listed in these tables
KOR beta-arrestin-2: KOR antagonists, beta-arrestin recruitment, cell-based, luminescence, uHTS (AID 1778); one-dose inhibition, % at 10 µM; IC50 in µM for titrated hits; actives 0.091% (n = 290,000); KOR beta-arrestin recruitment, luminescence, antagonist mode; higher % means a stronger effect; further: strong numbers were not always called active
PMI inhibitors: MPI enzyme activity inhibition – biochemical, fluorescence intensity, coupled assay, primary screen (AID 1209); actives 0.42% (n = 190,000); one-dose inhibition, % at 20 µM; IC50 in µM for titrated hits; purified PMI enzyme, coupled fluorescence intensity; higher % means a stronger effect;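 further: plate controls were DMSO vehicle for no effect and wells lacking substrate for full effect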
XIAP displacement: XIAP antagonists, biochemical, IAP family, fluorescence polarization (AID 1018). displacement, % at 20 µM, or IC50 in µM where a hit was titrated. XIAP BIR domain, fluorescence polarization peptide displacement; higher % means a stronger effect. actives 0.007% (n = 200,000); in the data active means displacement above about 50%; further: a part of the inactive calls stands beside numbers as strong as those of hits
Numbers without * were called inactive; . = not tested or not shown; [ ] = remark or other dose. Unless noted, no stated cut-off is given here; in the data, active means inhibition above about 50%; inactive means the rest. An excerpt, so the mix of outcomes need not match the whole.

SMILES	KOR beta-arrestin-1	LYP phosphatase	PMI inhibition	NOD1 inhibition	HEK293 NOD2/NF-kB	TNAP activators	KOR beta-arrestin-2	PMI inhibitors	XIAP displacement
CC1=C(C)CC(C(=O)N2CCN(Cc3ccccc3)CC2)C(C(=O)O)C1 (configuration not stated)	6.1%	-3%	9%	14%	5%	1	-66%	10%	-7.1%
O=C(O)c1ccc2c(=O)n(Cc3ccccc3)c(SCc3ccc([N+](=O)[O-])cc3)nc2c1	-0.3%	0%	.	3%	36%	.	-18%	.	.
CCn1nc(C)c(NS(=O)(=O)c2ccccc2)c1C	3.4%	-7%	-4%	-12%	21%	1.2	-31%	0%	-4.1%
O=C1CN(C(=O)CCCc2c[nH]c3ccccc23)c2ccccc2N1	3.1%	-3%	-3%	-10%	-10%	1.1	-7%	-3%	0.5%
COc1ccc(C)cc1NC(=O)CSc1nc2ccccc2nc1N1CC(C)OC(C)C1 (configuration not stated)	-0.1%	-2%	.	-1%	11%	.	3%[20 µM]	.	.
CC(=O)CS(=O)(=O)c1ccc(Oc2ccc(S(=O)(=O)CC(C)=O)cc2)cc1	-2.1%	0%	-1%	-20%	-21%	1.1	10%	-4%	-2.0%
Cn1nc(CC(=O)NC2CCCCCC2)c2ccccc2c1=O	5.4%	-4%	2%	14%	10%	1.1	-19%	1%	-0.5%
CC1CCC(NC(=O)C2CCN(c3cnccn3)CC2)CC1 (configuration not stated)	0.6%	0%	-1%	-35%	-7%	1	-14%	0%	-13%
O=C(CC1C(=O)NCCN1Cc1ccc(F)cc1)NCCOc1cccnc1 (configuration not stated)	3.3%	-9%	6%	-12%	-11%	1.1	-2%	-17%	-10%
Cc1nn(C)c(C)c1S(=O)(=O)N1CCc2ccccc21	-1.2%	-3%	-2%	2%	14%	0.9	1%	-9%	-4.0%
CCOc1cc(C2c3c(oc4ccccc4c3=O)C(=O)N2c2nccs2)ccc1O (configuration not stated)	4.4%	-8%	.	7%	3%	.	-3%	.	.
COc1ccc(C2NC(=O)c3ccccc3O2)c(OC)c1OC (configuration not stated)	0.5%	-8%	4%	-8%	-4%	1.2	16%	9%	-5.1%
O=C(CCc1nnc(C2(c3ccc(Cl)cc3)CCC2)o1)N1CCCC1	5.8%	-7%	.	20%	-49%	.	-46%	.	.
CC(C)c1cc2cc3ccc(=O)oc3cc2o1	-4.4%	-7%	.	-5%	-54%	.	40%	.	.
CCOc1nc(N(C)C)nc(-n2nnc(C(C)=O)c2C)n1	1.0%	1%	-8%	-4%	3%	1.1	-16%	-5%	-2.3%
Cc1ccc(C)c(C(=O)CC2(O)C(=O)N(C)c3ccccc32)c1 (configuration not stated)	-0.7%	-9%	2%	-14%	-3%	1.1	-3%	7%	-2.4%
CCCC1=Nc2cc(C(=O)NCCN3CCCC3)ccc2Sc2ccccc21	-0.2%	-7%	.	-15%	8%	.	-42%	.	.
Cc1ccc(N(C(=O)c2csnn2)C(C(=O)NC2CCCCC2)c2cccnc2)cc1C (configuration not stated)	-3.0%	-10%	.	-4%	13%	.	-9%	.	.
COc1cccc(Cl)c1NC(=O)N1CCN(c2cc(C)nc3ccccc23)CC1	4.2%	-8%	.	9%	10%	.	-8%	.	.
O=C(CCCN1CCOCC1)c1ccc2c(c1)OCCO2	-2.6%	-7%	2%	-4%	-25%	1.1	-40%	5%	-2.3%
C=CCn1cnc2c(c1=O)c1nc3ccccc3nc1n2Cc1ccccc1	0.6%	-10%	3%	-15%	12%	1.1	10%	8%	-18%
CCNc1nc(Cl)nc(N(NC(C)=O)C(C)C)n1	-1.7%	-3%	.	3%	18%	.	0%	.	.
Cc1ccccc1CC1(CO)CCCN(Cc2ccc3c(c2)OCCO3)C1 (configuration not stated)	-0.1%	-8%	-2%	-31%	-9%	1	-20%	-4%	-5.4%
Cc1cc(Cl)c(O)c(-n2nc3ccccc3n2)c1	2.6%	-4%	.	-3%	6%	.	-21%	.	.
COc1ccc(/C=C/C(=O)CC(O)(c2ccccc2)C(F)(F)F)cc1 (configuration not stated)	-1.3%	5%	8%	-26%	4%	1.1	11%	8%	-3.0%

Entries of single compounds, quoted from the list.
Results for COc1ccc(C)cc1NC(=O)CSc1nc2ccccc2nc1N1CC(C)OC(C)C1 (configuration not stated) → KOR beta-arrestin-1 = -0.1%; LYP phosphatase = -2%; PMI inhibition = .; NOD1 inhibition = -1%; HEK293 NOD2/NF-kB = 11%; TNAP activators = .; KOR beta-arrestin-2 = 3%[20 µM]; PMI inhibitors = .; XIAP displacement = .
Results for Cc1ccc(C)c(C(=O)CC2(O)C(=O)N(C)c3ccccc32)c1 (configuration not stated) → KOR beta-arrestin-1 = -0.7%; LYP phosphatase = -9%; PMI inhibition = 2%; NOD1 inhibition = -14%; HEK293 NOD2/NF-kB = -3%; TNAP activators = 1.1; KOR beta-arrestin-2 = -3%; PMI inhibitors = 7%; XIAP displacement = -2.4%
Results for CC(C)c1cc2cc3ccc(=O)oc3cc2o1 → KOR beta-arrestin-1 = -4.4%; LYP phosphatase = -7%; PMI inhibition = .; NOD1 inhibition = -5%; HEK293 NOD2/NF-kB = -54%; TNAP activators = .; KOR beta-arrestin-2 = 40%; PMI inhibitors = .; XIAP displacement = .

Seven entries out of the list, arranged by formula weight, high to low:
SMILES	KOR beta-arrestin-1	LYP phosphatase	PMI inhibition	NOD1 inhibition	HEK293 NOD2/NF-kB	TNAP activators	KOR beta-arrestin-2	PMI inhibitors	XIAP displacement
CC(=O)CS(=O)(=O)c1ccc(Oc2ccc(S(=O)(=O)CC(C)=O)cc2)cc1	-2.1%	0%	-1%	-20%	-21%	1.1	10%	-4%	-2.0%
CCCC1=Nc2cc(C(=O)NCCN3CCCC3)ccc2Sc2ccccc21	-0.2%	-7%	.	-15%	8%	.	-42%	.	.
C=CCn1cnc2c(c1=O)c1nc3ccccc3nc1n2Cc1ccccc1	0.6%	-10%	3%	-15%	12%	1.1	10%	8%	-18%
COc1ccc(/C=C/C(=O)CC(O)(c2ccccc2)C(F)(F)F)cc1 (configuration not stated)	-1.3%	5%	8%	-26%	4%	1.1	11%	8%	-3.0%
O=C1CN(C(=O)CCCc2c[nH]c3ccccc23)c2ccccc2N1	3.1%	-3%	-3%	-10%	-10%	1.1	-7%	-3%	0.5%
Cn1nc(CC(=O)NC2CCCCCC2)c2ccccc2c1=O	5.4%	-4%	2%	14%	10%	1.1	-19%	1%	-0.5%
Cc1ccc(C)c(C(=O)CC2(O)C(=O)N(C)c3ccccc32)c1 (configuration not stated)	-0.7%	-9%	2%	-14%	-3%	1.1	-3%	7%	-2.4%

Next section.
SMILES	KOR beta-arrestin-1	LYP phosphatase	PMI inhibition	NOD1 inhibition	HEK293 NOD2/NF-kB	TNAP activators	KOR beta-arrestin-2	PMI inhibitors	XIAP displacement
O=S(=O)(c1ccccc1F)N1CCc2ccccc2C1	2.9%	-4%	.	-8%	-10%	.	-17%[20 µM]	.	.
O=C(NNC(=O)c1ccccc1F)c1cccc(Cl)c1	7.4%	-9%	-2%	-6%	-43%	1	-16%	-6%	-7.2%
CCN(CC)CCNc1nc(-c2ccco2)c2c(c1C#N)CC(C)(C)OC2	-3.9%	-2%	9%	4%	15%	1	-3%	13%	-3.5%
CC(C)n1nc(C(=O)Nc2ccccc2N2CCOCC2)c2ccccc2c1=O	5.5%	3%	-4%	3%	2%	1	6%	-13%	-6.7%
Cc1cc(C)cc(NC(=O)c2cnn(-c3ccccc3)c2C2CCNCC2)c1	-0.5%	-5%	1%	-52%	1%	1	-13%	-14%	-7.9%
COc1ccc2c(c1)C=C(C(=O)NCc1ccc(Cl)cc1)CO2	-1.6%	-1%	21%	13%	7%	1.1	-73%	20%	2.3%
COC(=O)c1cc(NC(=O)C(C)c2ccc(CC(C)C)cc2)ccc1O (configuration not stated)	-3.8%	-3%	19%	41%	11%	1.1	-8%[20 µM]	26%	-3.1%
CC(=O)N1CCOc2ccc(S(=O)(=O)N3CCC(C(=O)Nc4ccc(C)c(C)c4)CC3)cc21	1.9%	-9%	.	-1%	8%	.	-11%	.	.
CCOC(=O)C1CCN(C(c2cccc(F)c2)c2sc3nc(C)nn3c2O)CC1 (configuration not stated)	13%	-2%	-2%	-39%	5%	1	28%	-4%	-6.4%
COc1cc(CCC(=O)Nc2nnc(C)s2)cc(OC)c1OC	3.2%	-11%	.	14%	-34%	.	-56%	.	.
COc1ccc(OC2CCN(S(=O)(=O)c3ccc(OC)c(OC)c3)CC2)cc1	-7.2%	-5%	.	-5%	22%	.	-12%	.	.
O=C(CSc1cccc(C(F)(F)F)c1)N1CCN(S(=O)(=O)c2ccccc2)CC1	1.4%	-7%	-10%	-19%	10%	1	2%	-5%	-0.6%
CC(C)(C)c1ccc(OCC(=O)NC2CCS(=O)(=O)C2)cc1 (configuration not stated)	1.9%	-12%	-6%	-14%	-7%	1	10%	4%	-6.1%
O=S(=O)(c1cccc2cccnc12)N1CCN(c2ccccn2)CC1	.	-4%	-8%	-36%	1%	1.1	12%[20 µM]	0%	-3.7%
O=C(Nc1c(C(=O)N2CCC(N3CCCCC3)CC2)oc2ccccc12)c1ccc(F)cc1	3.4%	-5%	.	8%	5%	.	-12%	.	.
O=S(=O)(Nc1cccc2cccnc12)c1ccc(S(=O)(=O)N2CCCC2)cc1	-7.7%	4%	29%	59%	-205%	1	8.5µM*	28%	-0.1%
Cc1ccccc1NC(=O)N1C2CCCC1CC(NC(=O)C1CC1)C2 (configuration not stated)	1.9%	1%	13%	-16%	-14%	1.1	1%	12%	-6.8%
O=C(Nc1ccccc1C(=O)O)c1ccc(N2C(=O)C3CC=CCC3C2=O)cc1 (configuration not stated)	-5.7%	-5%	.	8%	28%	.	2%	.	.
Cc1cc(C)c(S(=O)(=O)c2c(C)cccc2C)c(Cl)n1	-1.7%	-5%	-5%	9%	18%	1.1	-1%	-4%	-1.6%
O=C(O)c1ccc2cccnc2n1	1.7%	-4%	-2%	3%	16%	1.1	-5%	-56%	5.3%
CCOC(CNc1ncnc2sc(-c3ccccc3)cc12)OCC	-1.1%	-1%	.	1%	5%	.	-40%	.	.
COc1ccc(Cl)cc1N(CC(=O)Nc1ccc2c(c1)OCO2)S(C)(=O)=O	2.3%	-6%	0%	5%	-4%	1.1	2%	-12%	-2.7%
O=C(NN1C(=O)/C(=C/C=C/c2ccco2)SC1=S)c1ccccc1O	7.6%	1%	.	-11%	11%	.	12%	.	.
CCCCC(Nc1ncnc2ccccc12)C(=O)O (configuration not stated)	-2.9%	-8%	0%	-4%	10%	1.1	-76%	3%	-8.2%
COc1cccc(-c2nnc(SCc3ccccn3)n2C)c1	1.6%	-8%	-4%	-13%	-7%	1.1	-39%	2%	-0.8%
CC1CCN(S(=O)(=O)c2ccc3[nH]c(=O)[nH]c3c2)CC1	-3.4%	-8%	.	28%	24%	.	18%	.	.
CC(C(=O)Nc1ccc(C#N)cc1)N(C)CC(=O)Nc1cccc(F)c1 (configuration not stated)	3.8%	4%	-7%	-19%	-22%	1	-10%	-10%	-7.1%
COc1ccc(-c2cc(=O)oc3cc(OC(C)C(=O)NCCCn4ccnc4)ccc23)cc1 (configuration not stated)	-0.4%	-6%	.	-6%	16%	.	-20%[20 µM]	.	.
S=C(Nc1ccc(Nc2ccccc2)cc1)N1CCN(c2ncccn2)CC1	-0.8%	5%	-1%	-4%	-2%	1.1	-65%[20 µM]	9%	-14%

Compound activity: PubChem BioAssay, Sanford-Burnham Center for Chemical Genomics
